Screening results: PubChem BioAssay, several laboratories
DNMT1 inh: inhibitors of human DNMT1. P26358. DNMT1 molecular beacon, Hinp1I cleavage, fluorescence. inhibition (reported as % activation of signal), % at 10 µM. hit rate 0.83% among 360,000. AID 588458; in the data active = inhibition above about 50%
CSN inh: CSN deneddylation inhibition | Q92905 | Purified CSN, SCF-Nedd8-OG deneddylation, fluorescence polarization | AID 651999 | inhibition, % at 12.5 µM | hit rate 0.38% among 360,000;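 active = pattern-corrected inhibition above about 35%, with an unprinted fluorescence ratio check between 0.5 and 1.5, limit read from the data, passing the limit was not always enough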;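 also: 0% = enzyme with substrate and 100% = substrate without enzyme; some results filed as inactive read as strong as hits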
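Assay system: HEK293T-derived human Csn5 enzyme; quantity: 0.24 nM enzyme; medium: Tris/NaCl/DTT buffer, pH 7.5; also added: substrate SCFSkp2-Nedd8OG, 10 nM; doses: 12.5 µM compound; schedule: 90 min reaction at room temperature; signal: FP; read-out: % inhibition of substrate cleavage by Csn5; benchmarks: substrate-only high control, full reaction low control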
PABP1 MLLE inh: blocks PAM2 peptide binding to the PABP1 MLLE domain. P11940. GST-MLLE / FITC-PAM2 fluorescence polarization. inhibition, % at 20 µM. hit rate 0.36% among 360,000. AID 588489; in the data active = inhibition above about 35%, passing the limit was not always enough;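 also: plate controls were DMSO wells with GST-MLLE for no effect and wells lacking GST-MLLE protein for full effect; some results filed as inactive read as strong as hits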
LMPTP inh: LMPTP (human) inhibition; recombinant LMPTP-A, OMFP fluorogenic substrate, fluorescence intensity; inhibition, % at 20 µM; hit rate 0.22% among 360,000; AID 651560;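 active = compounds that cut the enzyme signal by at least half of the control window in the single-dose screen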;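 also: plate controls were DMSO wells with enzyme plus substrate for no effect and substrate without enzyme for full effect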
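Material: LMPTP-A; amount: 0.625 nM enzyme; doses: single 20 µM dose; times: reaction 50 min, room temperature, dark; technique: fluorescence intensity of OMFP turnover product; benchmarks: no-enzyme and uninhibited controls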
Scp-1 inhibitor: inhibitors of human Scp-1 phosphatase. Q9GZU7. Recombinant Scp1, phosphopeptide, malachite green phosphate absorbance. inhibition, % at 20 µM. hit rate 0.88% among 340,000. AID 493091;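 active = inhibition above about 50% at 20 µM, limit read from the data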;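 also: plate controls were DMSO wells with enzyme for no effect and wells lacking enzyme for full effect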
Target sequence (Q9GZU7 76-261 limits assumed): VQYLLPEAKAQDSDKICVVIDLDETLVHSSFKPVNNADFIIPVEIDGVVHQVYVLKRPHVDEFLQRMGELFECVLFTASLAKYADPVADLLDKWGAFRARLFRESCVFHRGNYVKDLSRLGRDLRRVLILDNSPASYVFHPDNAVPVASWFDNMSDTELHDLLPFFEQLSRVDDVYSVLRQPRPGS
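Incubation: 45 min enzyme reaction at room temperature / System: truncated SCP-1 phosphatase (76-261aa) / Reagent: Phospho 17-mer peptide substrate / Buffer or medium: Acidic Tris acetate buffer with magnesium and detergent / Signal: absorbance at 630 nm / Doses: one concentration, 20 µM, with 1.0% DMSO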
SUMO1-SIM PPI: SUMO1-SIM interaction modulation | hit rate 0.33% among 360,000 | inhibition, % at 20 µM | SUMO1 binding to a labelled peptide, TR-FRET, 1 h; in the data active = inhibition above about 37%
TbMetRS inhib: blocks T. brucei methionyl-tRNA synthetase activity | purified T. brucei MetRS, ATP depletion, Kinase-Glo luminescence | inhibition, % at 11.9 µM | hit rate 0.4% among 360,000 | AID 624268;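 active = inhibition above a per-plate cutoff of the control wells' mean inhibition plus 3 SD, cut at about 5.5% in these data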;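 also: 0% = DMSO wells median and 100% = median of wells with control inhibitor compound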
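Test system: purified T. brucei MetRS enzyme. Also added: ATP, methionine and E. coli bulk tRNA substrates. Compound: 11.9 µM single point. Schedule: 15 min enzyme-compound preincubation, 2 h reaction, 10 min detection, 25 °C. Signal: luciferase luminescence of residual ATP, Kinase-Glo. Evaluation: percent inhibition versus plate control medians. Controls: DMSO wells, low control.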
NadD inh: NadD (S. aureus) enzyme inhibition; purified NadD enzyme, colorimetric absorbance read-out; inhibition, % at 20 µM; hit rate 0.78% among 360,000; AID 602399; in the data active = inhibition above about 26%; also: some compounds past the cut are filed as inactive
Rpn11 inh: inhibitors of human proteasome Rpn11; hit rate 0.59% among 360,000; calls only at 20 µM; human 26S proteasome, Ub4-pepOG fluorescence polarization; 20S core pre-blocked with epoxomicin;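 active = inhibition at 20 µM, scaled to each plate's controls, above about 33%, limit read from the data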
Target sequence (O00487 whole entry, looked up): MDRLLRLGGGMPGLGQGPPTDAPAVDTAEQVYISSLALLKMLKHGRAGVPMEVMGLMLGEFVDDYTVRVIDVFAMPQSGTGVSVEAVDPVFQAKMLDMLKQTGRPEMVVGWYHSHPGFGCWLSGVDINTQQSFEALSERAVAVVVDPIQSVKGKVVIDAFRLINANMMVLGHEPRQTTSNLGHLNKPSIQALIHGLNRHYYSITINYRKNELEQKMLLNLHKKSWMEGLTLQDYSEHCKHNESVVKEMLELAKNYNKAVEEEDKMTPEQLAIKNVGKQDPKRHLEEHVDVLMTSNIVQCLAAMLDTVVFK
STEP inh: blocks human striatal-enriched tyrosine phosphatase; P54829; recombinant STEP, OMFP fluorogenic substrate, fluorescence; inhibition, % at 20 µM; hit rate 0.25% among 360,000;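 active = inhibition at 20 µM, scaled per plate between control wells, above about 37%, limit read from the data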;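 also: 0% = DMSO with enzyme and substrate and 100% = substrate only without enzyme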
Target sequence (P54829 whole entry, looked up): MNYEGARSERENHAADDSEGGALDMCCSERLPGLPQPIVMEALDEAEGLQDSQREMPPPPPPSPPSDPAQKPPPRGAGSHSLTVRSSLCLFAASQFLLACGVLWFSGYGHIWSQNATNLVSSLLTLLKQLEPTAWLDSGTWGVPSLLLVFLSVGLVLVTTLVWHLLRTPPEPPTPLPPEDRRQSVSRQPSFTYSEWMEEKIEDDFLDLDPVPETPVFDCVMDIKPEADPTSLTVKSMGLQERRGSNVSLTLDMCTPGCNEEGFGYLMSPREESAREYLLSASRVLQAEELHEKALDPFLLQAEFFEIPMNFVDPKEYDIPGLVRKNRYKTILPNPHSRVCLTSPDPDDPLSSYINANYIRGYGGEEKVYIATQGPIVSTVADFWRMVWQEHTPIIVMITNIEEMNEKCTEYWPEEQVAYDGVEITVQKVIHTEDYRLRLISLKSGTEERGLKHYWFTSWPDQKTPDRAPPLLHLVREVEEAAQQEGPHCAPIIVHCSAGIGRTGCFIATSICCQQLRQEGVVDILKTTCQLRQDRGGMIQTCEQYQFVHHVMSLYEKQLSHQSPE
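Material: STEP (striatal-enriched tyrosine phosphatase) enzyme, cell-free; Compound dosing: 20 µM single dose in 1% DMSO; Technique: fluorescence read at 480 nm ex / 540 nm em; Times: reaction 20 min, ambient temperature; Medium: 50 mM Bis-Tris pH 6.0 with 2.5 mM DTT and 0.005% Tween 20; Also added: OMFP at 25 µM.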
Starred values were filed as active, the others as inactive; i = inactive; . = not tested or not shown. Outcome played no part in choosing rows. Share with any hit: about 3.6%.

No.	smiles	PABP1 MLLE inh	DNMT1 inh	NadD inh	CSN inh	Rpn11 inh	SUMO1-SIM PPI	LMPTP inh	TbMetRS inhib	Scp-1 inhibitor	STEP inh
1	O=S(=O)(NC1CCCCC1Nc1ccc(Cl)cc1)c1ccccc1 (stereo not drawn)	18	73*	1	-8	i	0	0.9	0.4	-7	1
2	COc1ccc(-c2csc3ncnc(N4CCN(Cc5ccccc5)CC4)c23)cc1	-10	-3	-2	2	i	2	1.2	-0.4	2	3
3	Cn1cnnc1Sc1nc2c(c(=O)n(C)c(=O)n2C)n1Cc1ccccc1Cl	-31	-2	-3	-1	i	-2	-2.0	-0.2	-5	-5
4	CCc1ccc(Nc2nc(N)nc(CSc3nc4ccccc4s3)n2)cc1	-2	7	-7	1	i	-2	-2.0	1.0	-11	43*
5	O=C(COc1ccc2ccc(=O)oc2c1)NC1CCN(Cc2ccccc2)CC1	-4	-4	3	-1	i	-3	0.0	0.0	-4	-3
6	CCOc1c(Cl)cc(CNCC(O)c2ccccc2)cc1OC (stereo not drawn)	-11	2	-6	3	i	2	-2.0	-0.5	1	-3
7	Cc1ccc(C(=O)/C=C/N(C)C)cn1	-5	1	-4	0	i	1	-1.4	-0.7	-5	-2
8	O=[N+]([O-])c1ccccc1/C=N/Nc1nccnc1Cl	15	-1	-1	-2	i	-24	-1.1	-0.4	-2	3
9	Cc1ccc(N(CC(=O)NCc2ccccc2)C(=O)CCC(=O)Nc2ccccn2)c(C)c1	-7	0	-11	0	i	-1	1.8	-0.2	-3	0
10	COc1cc(/C=C/C(=O)OCC(=O)Nc2cc(C)c(C)cc2[N+](=O)[O-])ccc1O	7	13	11	-3	i	-21	3.4	1.5	9	3
11	CC1(C)NC(=O)N(Cc2cc(=O)n3ccsc3n2)C1=O	4	3	-7	2	i	-1	-0.5	-0.2	16	-1
12	CCCN(C)C[C@H]1OCc2cnnn2CCCC(=O)N([C@H](C)CO)C[C@@H]1C	13	1	1	0	i	-2	0.4	-0.5	.	0
13	CCC(C)Sc1ccc([C@H]2N[C@@](Cc3ccccc3)(C(=O)OC)[C@H]3C(=O)N(CC)C(=O)[C@@H]23)cc1 (stereo partly drawn)	8	-4	-1	-4	i	4	3.3	-0.4	-4	0
14	CN(CC(=O)Nc1ccc(F)cc1)C(=O)C1CCCC1	7	1	-8	2	i	8	-0.9	-0.3	-10	3
15	O=C(COc1cccc2ccccc12)NNC(=O)CSCCO	-3	-1	-3	-1	i	0	-1.3	0.0	-6	3
16	COc1ccc([C@@H]2CC(=O)[C@@H]3CN(S(=O)(=O)c4ccc(C)cc4)[C@H](c4ccccc4)C[C@@H]3N2S(=O)(=O)c2ccccc2)cc1	-12	-6	6	7	i	5	1.6	-1.5	.	1
17	CSc1sccc1/C=N/NC(=O)c1ccncc1	9	2	-5	1	i	-8	-1.1	1.1	-7	1
18	O=C1Nc2ccccc2/C1=C/C(=O)c1cccs1	5	-5	7	-4	i	-1	0.2	-0.6	1	3
19	CCCCCn1c(SCC2CCCO2)nc2cc(C(=O)N3CCC(C(N)=O)CC3)ccc2c1=O (stereo not drawn)	-13	6	3	0	i	3	0.3	0.2	-1	-1
20	COc1ccc2cc(C=NS(=O)(=O)c3ccc(C)cc3)n(C)c2c1	16	8	-1	1	i	-26	-0.4	-0.3	2	-1
21	COc1ccc(C(=O)NCc2nnc(SCC(=O)Nc3ccc4c(c3)OCO4)o2)cc1	16	2	-5	10	i	0	0.4	-0.5	-1	1
22	COc1ccc(S(=O)(=O)N2C[C@H]3CON(C)[C@H]3C[C@H]2c2cccc(Br)c2)cc1	2	0	1	3	i	0	-1.3	0.2	4	0
23	CCOC(=O)c1c(/N=C/c2ccc(OC)cc2O)sc2c1CCN(C)C2	-5	-5	-3	5	i	-17	4.8	0.0	0	4
24	Cc1ccc(NC(=S)Nc2ccc(F)cc2)c(C)c1	17	-1	0	-1	i	2	-2.8	0.3	-1	-3
25	COc1cccc(CN2CCN(C(=O)[C@H]3O[C@@H](n4cnc5c(N)ncnc54)[C@H](O)[C@@H]3O)CC2=O)c1	12	3	1	-4	i	0	-1.4	-0.7	.	1
26	COc1ccc(NC(=O)CN2CCCCC2)cc1S(=O)(=O)N1CCCCC1	-2	6	-1	-5	i	1	-2.4	0.0	-15	0
27	CCOC(=O)CSc1nnc(CNC(=O)c2cccs2)n1-c1cc(OC)ccc1OC	5	4	5	0	i	6	-0.1	-0.5	0	1
28	CCOP(C)(=O)C1(C(=O)OCc2ccccc2)CC1 (stereo not drawn)	-4	5	2	3	i	1	0.1	-1.3	-3	-1
29	c1csc(CNc2ccc3c(c2)OCCO3)c1	-9	-13	6	-2	i	-2	0.4	-0.8	3	2
30	CN(C)C(CNC(=O)CCCc1c[nH]c2ccccc12)c1ccco1 (stereo not drawn)	-10	-15	1	3	i	-4	-2.7	-0.2	-4	0
31	CCCCNC(=O)C1C(c2ccc(OC)cc2)=Nc2ccccc2N1C(=O)c1ccncc1 (stereo not drawn)	.	.	.	1	.	-11	-0.7	-0.5	.	.
32	CN1CCN(c2ccc(C(F)(F)F)cc2NC(=O)c2ccco2)CC1	-8	1	0	1	i	4	-1.2	-0.5	-7	1
33	CN(c1ccccc1C(=O)Nc1cccc([N+](=O)[O-])c1)S(C)(=O)=O	-3	-2	-5	-1	i	-12	-2.0	0.4	-5	-3
34	CCOC(=O)c1c(N2C(=O)Nc3ccccc3N2O)n[nH]c1-c1cccc(OC)c1	-3	-1	2	3	i	1	-1.4	-0.7	-4	0
35	Cc1ccc(CS(=O)(=O)Cc2ccc(C(=O)NC3CCCCCC3)o2)cc1	9	-1	-4	-1	i	3	-0.8	0.3	-2	0
36	CC1CCCC(NC(=O)COC(=O)CCC2CCCC2)C1C (stereo not drawn)	-6	3	3	-1	i	-2	1.0	-0.2	-7	0
37	NS(=O)(=O)Oc1ccccc1	-5	1	-1	0	i	-6	-2.8	-0.3	-8	0
38	C[C@H]1CN([C@@H](C)CO)C(=O)c2cc(Br)cnc2O[C@H]1CN(C)C(=O)c1cnccn1	3	2	3	-3	i	4	0.1	1.1	.	0
39	COc1cc(C2/C(=C(\O)c3ccc4c(c3)CC(C)O4)C(=O)C(=O)N2CC2CCCO2)cc(OC)c1OC (stereo not drawn)	-8	0	5	2	i	1	-2.2	0.2	-9	-3
40	Cc1ccsc1C=Nc1c(C)n(C)n(-c2ccccc2)c1=O	9	0	1	-10	i	-9	-1.0	0.2	-4	-5

Looked up above:
CN1CCN(c2ccc(C(F)(F)F)cc2NC(=O)c2ccco2)CC1 in PABP1 MLLE inh → -8
COc1cccc(CN2CCN(C(=O)[C@H]3O[C@@H](n4cnc5c(N)ncnc54)[C@H](O)[C@@H]3O)CC2=O)c1 in PABP1 MLLE inh → 12

(further entries)
No.	smiles	PABP1 MLLE inh	DNMT1 inh	NadD inh	CSN inh	Rpn11 inh	SUMO1-SIM PPI	LMPTP inh	TbMetRS inhib	Scp-1 inhibitor	STEP inh
41	O=C(O)c1ccc(CSCc2ccco2)cc1	27	0	6	3	i	2	-0.9	0.3	-2	3
42	CN1CCN(c2ccccc2NC(=O)c2ccc(-c3ccc(Cl)cc3Cl)o2)CC1	2	-10	-1	3	i	-2	2.6	-0.6	3	0
43	CC(=O)OC(=C(OC(C)=O)c1ccccc1)c1ccccc1	3	9	0	1	i	-1	-0.9	-0.4	-10	2
44	CC(C1CC1)N(C(=O)c1ccccc1O)c1ccccc1 (stereo not drawn)	-7	3	-5	1	i	0	-1.7	-0.4	3	1
45	Cc1ccc(CN2CCN(CC(=O)NCc3ccc(Cl)cc3)C2=O)cc1	-4	0	4	-5	i	-6	1.3	-0.4	-5	-2
46	O=C(CCC1CCCC1)Nc1ccc(Br)cn1	-7	5	2	1	i	2	0.6	0.0	3	3
47	CCOc1ccc(C(=O)NCC(=O)OCc2c(F)cccc2Cl)cc1	9	-4	-2	-5	i	4	-1.8	-0.2	-7	0
48	Cc1ccccc1C(=O)Nc1ccnn1C1CCN(Cc2c(C)n(C)c3ccccc23)CC1	1	-2	2	-2	i	-4	1.8	-0.2	-11	0
49	COc1ccc(/C=N/NC(=O)c2cccc(NC(=O)c3ccccc3Cl)c2)cc1OC	-9	-1	11	-1	i	-6	0.8	-0.5	-4	-3
50	CC1CCN(C(=S)NC(=O)c2cccc([N+](=O)[O-])c2)CC1	25	2	-1	-5	i	-19	-0.1	-0.1	3	2
51	CCN(C[C@H]1N[C@@](Cc2ccccc2)(C(=O)OC)[C@H]2C(=O)N(C)C(=O)[C@@H]12)C(=O)C1CCCCC1	15	3	-5	-4	i	-2	1.5	-2.4	8	3
52	CC1CN(S(=O)(=O)c2ccc(C(=O)Nc3ccc(S(=O)(=O)N4CCOCC4)cc3)cc2)CC(C)O1 (stereo not drawn)	1	3	-1	0	i	-1	0.6	0.2	-10	-1
53	COc1ccc(S(=O)(=O)NC(=O)C2(C)CCN2C(=O)C2(c3ccc(Cl)cc3)CCC2)cc1 (stereo not drawn)	-2	5	-1	2	i	0	-0.4	-0.3	.	-3
54	Cc1ccc(CNC(=O)C2CCCN(S(=O)(=O)c3cccc4nonc34)C2)cc1 (stereo not drawn)	-8	15	-6	3	i	17	-0.7	-0.4	-1	-6
55	CCCCN1C[C@H](CO)Oc2cccc(F)c2S1(=O)=O	2	2	-1	4	i	-2	-1.5	0.0	4	1
56	CN1C(=O)C(=O)/C(=C(/O)c2ccccc2)C1c1ccc(Br)cc1 (stereo not drawn)	8	-2	13	-2	i	-1	-1.7	-0.4	-9	4
57	O=C(Cc1cccc(NC(=O)C2CCCN(C(=O)C3CC3)C2)c1)Nc1ccc(C(=O)N2CCOCC2)cc1 (stereo not drawn)	7	-2	0	-5	i	0	-1.1	0.0	0	-2
58	O=C(c1ccco1)N(Cc1ccc([N+](=O)[O-])cc1)c1ccc(Cl)cc1	3	-2	-4	0	i	-16	0.4	-0.3	-9	1
59	Cc1cccc(OCC(=O)Nc2cccc(-c3nnc(-c4ccccc4)o3)c2)c1C	-14	57*	1	8	i	2	-0.2	-0.4	2	-1
